CF NFkB inh – cystic fibrosis NF-kB activation inhibition; KKLEB NF-kB-GFP reporter, PAF-induced, GFP fluorescence overnight; inhibition, % at 5 µM; 360,000 compounds, 0.86% hits;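 active means at least 50% inhibition at 5 µM, scaled per plate between neutral and stimulator controls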;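 further: PAF is a Pseudomonas aeruginosa culture filtrate used as stimulus; plate controls were PAF-stimulated DMSO wells for no effect and unstimulated DMSO wells for full effect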
HIF-2a inh – blocks HIF-2a reporter activity; 786-0 RCC cells HIF-2a reporter, luciferase luminescence, overnight; inhibition, % at 18.8 µM; 360,000 compounds, 0.72% hits;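 active means inhibition of the luminescence signal of 40% or more relative to plate controls, in a single-dose primary screen at 18.75 µM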
NR2E3 ag-1 – activates human photoreceptor nuclear receptor NR2E3; Q9Y5X4; 320,000 compounds, 0.12% hits; inhibition of corepressor binding, % at 4.78 µM; AID 2300; GST-NR2E3/biotin-RetCOR TR-FRET, 1536-well;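 active means percent inhibition above the cutoff of mean plus 3 SD of all tested compounds, set per screening campaign, cut at about 20% in these data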;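 further: 0% = DMSO wells and 100% = biotin wells as full block of FRET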
Target sequence (Q9Y5X4 whole entry, looked up): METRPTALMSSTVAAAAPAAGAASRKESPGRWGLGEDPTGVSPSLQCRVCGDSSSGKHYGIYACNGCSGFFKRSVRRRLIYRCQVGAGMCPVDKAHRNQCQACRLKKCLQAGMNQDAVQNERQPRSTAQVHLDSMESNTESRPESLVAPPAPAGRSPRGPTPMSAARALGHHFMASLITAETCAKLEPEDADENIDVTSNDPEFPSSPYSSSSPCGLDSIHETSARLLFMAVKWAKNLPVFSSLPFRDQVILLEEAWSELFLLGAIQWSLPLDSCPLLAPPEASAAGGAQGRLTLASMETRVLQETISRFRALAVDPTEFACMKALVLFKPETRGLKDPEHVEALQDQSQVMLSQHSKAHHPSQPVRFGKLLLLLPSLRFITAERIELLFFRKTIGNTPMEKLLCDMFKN
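Material – GST-tagged NR2E3 plus biotinylated RetCOR corepressor · Quantity – NR2E3 fusion 1.35 nM · Times – 5 h incubation at 4 °C · Medium – pH 7.5 Tris-based buffer · Technique – TR-FRET, Eu(K)-anti-GST donor, streptavidin-D2 acceptor, ex 340, em 617/671 nm · Benchmarks – high control biotin, low control 0.6% DMSO · Format – 1536-well plates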
NR2E3 ag-2 – agonists of human NR2E3 nuclear receptor; 360,000 compounds, 0.35% hits; Q9Y5X4; CHO-S Gal4-NCOR/VP16-NR2E3 two-hybrid, luciferase; inhibition of corepressor binding, % at 3.98 µM; AID 602229;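 active means inhibition above the mean of all tested compounds plus 3 SD, cut at about 70% in these data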;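 further: 0% = DMSO with NR2E3 transfected cells and 100% = cells lacking NR2E3 construct; higher means lower luciferase signal from less NR2E3 corepressor binding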
Shn3 3UTR inh – Schnurri-3 reporter inhibition in Clone20 osteoblasts | inhibition, % at 12.5 µM | Clone20 osteoblast Shn3 3'UTR firefly luciferase, 24 h | 360,000 compounds, 0.52% hits | AID 588674;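 active means mean inhibition of at least 75% with every replicate also reaching 75%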;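 further: 0% = median of neutral control wells and 100% = pilot-screen positive control compound; some compounds past the cut are filed as inactive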
PDI turbidity – inhibitors of human protein disulfide isomerase | P07237 | PDI insulin aggregation turbidity, A650, 90 min | inhibition, % at 10 µM | 350,000 compounds, 0.052% hits | AID 588391;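 active means mean inhibition across replicates of 30% or more, whatever share of single replicates reach that level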;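 further: absorbance from insulin aggregation driven by PDI reduction with DTT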
Target sequence (P07237 whole entry, looked up): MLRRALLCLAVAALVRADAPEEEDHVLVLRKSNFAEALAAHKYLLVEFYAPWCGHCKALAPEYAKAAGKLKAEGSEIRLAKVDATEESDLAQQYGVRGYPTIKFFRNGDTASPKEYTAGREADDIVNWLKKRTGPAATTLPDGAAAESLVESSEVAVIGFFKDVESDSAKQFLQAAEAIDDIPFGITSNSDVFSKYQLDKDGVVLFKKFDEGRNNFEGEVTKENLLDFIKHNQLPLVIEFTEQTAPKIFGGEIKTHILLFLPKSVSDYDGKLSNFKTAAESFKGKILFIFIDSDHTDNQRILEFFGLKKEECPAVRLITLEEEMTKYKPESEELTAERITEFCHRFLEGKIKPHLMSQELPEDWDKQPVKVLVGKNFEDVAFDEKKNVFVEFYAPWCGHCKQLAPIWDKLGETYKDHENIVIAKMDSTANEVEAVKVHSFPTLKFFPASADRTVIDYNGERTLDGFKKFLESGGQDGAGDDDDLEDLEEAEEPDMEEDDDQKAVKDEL
CaV13 ICDI inh – Disruptors of the CACNA1D IQ motif to Ca2+-dependent inactivation inhibitor domain association, primary screening, Förster resonance energy transfer in intact living …; HEK cells, CFP/YFP FRET ICDI-IQ, plate reader, 10 min; percent FRET-ratio fall versus neutral wells; inhibition, % at 12.3 µM; 340,000 compounds, 0.098% hits; AID 743397;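 active means mean replicate inhibition of at least 30% and at least 1% of replicates passing that level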;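 further: 0% = median of the neutral control wells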
KKLEB tox – reduces viability of KKLEB cystic fibrosis airway cells; KKLEB CF airway cells viability, ATPlite luminescence, overnight; active compounds read low; cells stimulated with P. aeruginosa culture filtrate; activity change (cytotoxicity), % at 5 µM; 360,000 compounds, 0.36% hits;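 active means corrected activity change at or below -50% at 5 µM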
TRPM1 prom inh – inhibitors of MITF-driven TRPM1 promoter in melanoma cells; SK-MEL-5 TRPM1 promoter luciferase, 24 h; inhibition, % at 12.5 µM; 330,000 compounds, 0.83% hits;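 active means mean inhibition across replicates of 60% or more, whatever share of single replicates reaches that level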; further: values of inactives mirror those of a sister screen read the other way
Peg3 prom inh – inhibitors of Peg3 promoter; HeLa PEG-Prom luciferase reporter, luminescence, overnight; inhibition, % at 20 µM; 360,000 compounds, 1.7% hits;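 active means inhibition of at least 50% at 20 µM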
Vif inh – inhibitors of HIV Vif; 340,000 compounds, 0.35% hits; HEK293T cells, Vif self-association by quenched fluorescence, imaging, 24 h; AID 602346; inhibition, % at 7.49 µM; in the data active means inhibition above about 50%, passing the limit was not always enough; further: some results filed as inactive read as strong as hits
Starred values were filed as active, the others as inactive; nt = not tested or not shown.

SMILES	CF NFkB inh	HIF-2a inh	NR2E3 ag-1	NR2E3 ag-2	Shn3 3UTR inh	PDI turbidity	CaV13 ICDI inh	KKLEB tox	TRPM1 prom inh	Peg3 prom inh	Vif inh
COc1cc(C(=O)NCCN2C(=O)S/C(=C\c3cccs3)C2=O)cc(OC)c1OC	14	-183	0	-49	-41	2	-2	-4	-24	-92	4
CCOC(=O)c1c(C)oc2cc(Br)c(OC(=O)N3CCOCC3)cc12	-3	-1	2	-7	1	0	-5	-3	-18	10	5
CCC(C)NC(=O)C(Cc1ccccc1)NS(=O)(=O)c1cccc2nsnc12 (configuration not stated)	0	18	3	4	5	-1	-3	-1	6	11	2
CCOCCc1nnc(N)s1	-6	6	1	-33	-12	15	-7	-6	1	3	nt
O=C(CCNC(=O)c1ccc([N+](=O)[O-])cc1)NCc1ccccc1	-11	2	nt	8	-9	-2	-7	-2	4	2	-4
COCCN(C(=O)COC(=O)C1CCC(C(C)(C)C)CC1)c1c(N)n(Cc2ccccc2)c(=O)[nH]c1=O (configuration not stated)	9	11	0	-10	88*	-6	-15	0	6	27	-7
Cc1cc(Oc2ccc(C)c(Cl)c2)nc(SCC(=O)c2ccccc2)n1	10	30	0	-14	30	-11	-19	-5	-10	11	7
COc1ccccc1/C=C(\C#N)C(=O)c1cccn1C	-16	18	0	1	18	4	-4	1	1	11	-10
Cc1cc(=O)oc2cc(NC(=S)NCc3ccccn3)ccc12	7	-163	7	-18	-30	0	5	0	-27	-95	0
CCCc1ccc(C#N)c(SC2CC(=O)N(c3ccc(OC)cc3)C2=O)n1 (configuration not stated)	2	-41	1	-10	-2	10	-6	-4	-2	-1	-3
O=C(NCCCN1CCOCC1)C(=O)NCc1ccccc1	-7	22	1	9	12	-6	-7	-9	-6	4	1
Cc1cc(N=Cc2c(O)ccc3ccccc23)no1	12	10	3	-10	15	0	-9	-2	26	9	-3
CCCn1nc(C(=O)NC2CC2)c2ccccc2c1=O	1	9	1	5	-3	7	-3	-4	2	24	2
COc1ccc2[nH]c3c(c2c1)CCN1C(=O)C(CC(=O)NCCN2CCOCC2)C[C@H](C(=O)N(C(C)C)C(C)C)[C@@]31C (some centres not stated)	2	1	nt	-13	-13	-1	-6	-5	-2	-6	4
c1ccc(CNn2c(N3CCOCC3)nc3ccccc32)cc1	2	3	nt	-21	1	-13	nt	-10	0	3	11

Reformatted with two lines to a compound: entries from further up
Every second line gives: CF NFkB inh, HIF-2a inh, NR2E3 ag-1, NR2E3 ag-2, Shn3 3UTR inh, PDI turbidity, CaV13 ICDI inh, KKLEB tox, TRPM1 prom inh, Peg3 prom inh, Vif inh
COCCN(C(=O)COC(=O)C1CCC(C(C)(C)C)CC1)c1c(N)n(Cc2ccccc2)c(=O)[nH]c1=O (configuration not stated)
    9, 11, 0, -10, 88*, -6, -15, 0, 6, 27, -7
CCCn1nc(C(=O)NC2CC2)c2ccccc2c1=O
    1, 9, 1, 5, -3, 7, -3, -4, 2, 24, 2
O=C(CCNC(=O)c1ccc([N+](=O)[O-])cc1)NCc1ccccc1
    -11, 2, nt, 8, -9, -2, -7, -2, 4, 2, -4
CCOCCc1nnc(N)s1
    -6, 6, 1, -33, -12, 15, -7, -6, 1, 3, nt

(further entries)
SMILES	CF NFkB inh	HIF-2a inh	NR2E3 ag-1	NR2E3 ag-2	Shn3 3UTR inh	PDI turbidity	CaV13 ICDI inh	KKLEB tox	TRPM1 prom inh	Peg3 prom inh	Vif inh
c1ccc(CNc2ccc(N3CCOCC3)cc2)cc1	4	-166	nt	21	-25	-12	-5	-13	-40	-136	3
O=C(NCCCN1CCCC1)Nc1ccccc1[N+](=O)[O-]	-11	17	-6	-12	-6	10	-20	-18	6	19	-3
O=C(CSc1nnc(-c2ccco2)n1Cc1ccco1)NCc1ccccc1	10	19	3	-2	-2	-1	-3	0	5	16	-8
CC(=O)N1c2ccc(S(=O)(=O)NCC3CCC(C(=O)Nc4cccc(C)n4)CC3)cc2CC1C (configuration not stated)	7	10	-3	31	75	-4	-2	-8	39	11	-6
COC(C[C@H]1O[C@H]1[C@H](O)COCc1ccccc1)OC	13	3	nt	-11	-129	4	-4	14	3	-6	-23
CC(C)(C)n1nnnc1C(c1ccncc1)N1CCN(C2CCCCC2)CC1 (configuration not stated)	17	2	-1	-30	-7	-8	-7	6	-6	4	5
COc1ccc(NC(=O)Nc2ccccc2C(=O)N2CCCC2)cc1	4	2	-1	-8	-16	-2	-4	1	7	1	0
Cc1ccnc(N2C(=O)c3ccc([N+](=O)[O-])cc3C2=O)c1	4	11	4	-3	18	0	-2	7	1	13	-3
O=C1Nc2ccccc2O/C1=C\c1ccccc1Br	-5	-32	-5	7	40	1	-18	7	20	-8	11
COc1cccc(NC(=O)N2CCCC2C(=O)NCc2ccco2)c1 (configuration not stated)	-4	8	1	-30	1	-3	-3	12	0	4	-1
CC(=O)Nc1ccc(S(=O)(=O)NCCC(=O)NNC(=O)c2ccncc2)cc1	25	8	-3	-14	-15	-3	-5	-6	-13	9	-2
CC(C)Cc1csc(NC(=O)c2ccc(F)cc2)c1C(=O)O	20	-212	0	-65	-2	-2	-5	0	8	-192	-1
CC(=O)c1ccc(N2CCN(C(=O)c3ccc(S(=O)(=O)NCc4ccco4)cc3)CC2)cc1	-1	-3	nt	-10	46	-16	-5	-2	-4	-16	-26
COc1ccc(S(=O)(=O)N2CCOC2CNC(=O)C(=O)NCc2ccncc2)cc1C (configuration not stated)	12	19	2	-13	-2	-1	nt	4	0	16	5
COC(=O)c1ccc(CN(c2ccccn2)S(=O)(=O)c2ccccc2)cc1	7	6	2	3	11	5	nt	-8	3	8	1
CCOc1ccc(NC(=O)Cc2ccc(S(=O)(=O)N3CCOCC3)s2)cc1OCC	-7	19	2	14	5	-6	-2	8	-3	5	0
CCN(CC)CC(C)CNC(=O)CN1C(=O)CSc2ccc(S(=O)(=O)N3CCOCC3)cc21 (configuration not stated)	20	6	3	-16	-4	-9	7	-11	-4	4	-1
Cc1cccc(S(=O)(=O)c2c(N)n(/N=C/c3ccccc3)c3nc4ccccc4nc23)c1	0	10	1	9	7	-3	-3	-2	-15	-8	-6
CCn1ncc(-c2csc(N)n2)c1C	4	-83	1	-17	4	-2	6	-4	-13	-70	-6
CCC(C)NC(=O)CNC(=S)N(Cc1ccccc1F)C1CCCCC1 (configuration not stated)	-1	7	1	-20	5	2	-2	-4	-7	11	-9
CCC(C)N(C(=O)CSc1nncn1C)C1CCS(=O)(=O)C1 (configuration not stated)	-14	15	nt	-13	-62	0	-5	-16	2	1	1
CCOc1ccc(-n2cccc2C=O)cc1	-10	-52	2	-42	9	16	-3	-3	-10	-12	2
COc1ccc(S(=O)(=O)N2CCC(C(=O)NCC3CCCO3)CC2)cc1C (configuration not stated)	14	17	2	8	-2	3	nt	-4	7	-7	-4
CC(=O)c1cccc(NS(=O)(=O)c2ccc(-c3cc(C)no3)s2)c1	11	13	5	96*	37	0	-2	0	5	8	-6
COc1ccc2ccccc2c1-c1sc(Nc2ccccc2)n[n+]1-c1ccc(F)cc1	17	-6	4	26	3	-2	-3	-14	5	87*	8
Cc1ccc(-n2c(Cc3ccccc3)nnc2SCC(=O)NNC(=O)Cc2ccccc2)cc1	-2	9	0	23	5	12	-7	15	9	22	5
CCOC(=O)N1N=C(c2ccc(C)cc2)CC1(O)C(F)(F)F (configuration not stated)	-7	-213	-2	-142	-62	2	-6	4	-34	-169	2
NC(=O)CN1CCN(c2cccc(Cl)c2)CC1	-8	9	-2	-5	-4	0	5	6	8	3	0
Cc1cc(OCCCCOc2ccc(C#N)cc2)ccc1[N+](=O)[O-]	-23	-15	-5	-4	26	9	-2	-20	4	8	1
O=C(NCc1ccco1)/C(=C\c1cccs1)NC(=O)c1ccccc1	2	14	1	-18	-4	-1	-9	-7	2	6	0
CCOc1cccc(C=NNc2ccc(S(=O)(=O)Nc3ccccc3C(=O)O)cc2[N+](=O)[O-])c1O	3	1	nt	-25	-16	4	-7	3	7	6	-1
CCOc1ccc(-n2c(=S)sc3c(=O)[nH]c(SCC(=O)NC4CCCCC4)nc32)cc1	-4	2	nt	-35	-2	-6	-5	11	nt	1	5
Cc1noc(C)c1-c1ccc(C(=O)N2CCN(C)CC2)c2occc12	8	-2	nt	-2	-19	3	-7	1	nt	6	2
Cc1onc(-c2ccccc2)c1C(=O)NCc1cccnc1	-16	-55	2	-17	4	0	-7	7	-4	-73	-6
Nc1ncnc2c1cnn2-c1ccccc1	4	-107	2	-18	-38	0	nt	0	-9	-113	11
Cc1ccc(CNC(=O)NC2CCCCC2)cc1	-6	-146	2	-37	-10	-4	-4	5	-33	-114	-7
COc1ccc(CNC(=O)c2ccc3ccccc3n2)cc1	-23	-131	5	-32	2	1	-10	-8	-22	-87	-1
CC(=O)c1ccc(OCCOc2ccc(C#N)cc2)cc1	-7	-26	1	6	7	11	3	0	6	-17	-8
COc1ccc(-c2oc3ccccc3c2C(=O)OCc2ccc(O)cc2)cc1	-8	-71	3	-57	-109	-1	-8	-4	-1	-10	25
Cc1onc(-c2ccccc2)c1C(=O)Nc1ccc(NC(=O)c2c(-c3ccccc3)noc2C)cc1	12	15	5	-20	-1	0	-3	-9	5	14	-8
Cc1ccccc1CSc1nncn1N	-20	9	-1	-21	-10	-5	-3	5	-12	11	-10
CCOC(=O)c1sc(=NC(=O)c2cccc(Br)c2)n(C)c1C	-3	-195	2	-38	-112	9	-3	-4	-68	-182	3
CCC(C)Sc1nnc(NS(=O)(=O)Cc2ccccc2)s1 (configuration not stated)	6	-36	5	-26	-18	8	-2	2	-3	-19	25
COc1ccc(S(=O)(=O)N2CCOC23CCN(S(=O)(=O)c2ccc(F)cc2C)CC3)cc1	-14	12	nt	-24	5	-5	-5	5	13	-8	-7
C=CCn1c(SCc2csc(-c3ccc(C)cc3)n2)nnc1-c1ccccc1OC	3	-52	2	0	70	-8	-5	8	10	-33	4
O=S1(=O)CC=C(CSc2nc3ccccc3[nH]2)C1	-7	1	3	-7	-5	13	-1	19	4	8	16
COc1ccc2[nH]c3c(c2c1)CCN1C(=O)C(CC(=O)NC(C)(C)C)C[C@H](C(=O)N(C(C)C)C(C)C)[C@@]31C (some centres not stated)	14	2	nt	-4	-3	-2	-11	-5	6	3	nt
COc1ccc(NC(=O)CSc2nnc3c4c(nc(-c5ccccc5)n23)CC(C)(C)OC4)cc1	-6	16	3	-10	-3	23	-9	-1	-10	23	-5
O=C(NCc1ccc2c(c1)OCO2)C1CCN(c2ccc(S(=O)(=O)N3CCCC3)cc2)CC1	12	8	5	-2	7	-2	-8	4	10	19	-6
COc1ccc2oc(C(=O)N3CCN(C(=O)c4ccco4)CC3)c(C)c2c1	18	8	4	-9	2	-6	-6	1	10	6	-4

Compound activity (PubChem)
